Peg3 imprint: qHTS Assay for Compounds that Induce Erasure of Genomic Imprints; mouse ES Peg3-LacZ reporter, beta-gal luminescence, 40 h; Potency, µM (top dose mostly 60.7 µM), inactives show at the highest dose activity change, positive = activation, hits mostly activators; hit rate 0.02% among 110,000;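 also: 0% = negative control wells on the plate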
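Gelatin-coated wells received 300 freshly trypsinized female ES cells with a Peg3LacZ-Neo reporter on the maternal allele, then incubated 40 hours at 37C. BetaGlo was added for 5 minutes at room temperature before a single luminescence read.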
IkB signaling: IkB Signaling. ABC-DLBCL IkBa-CBG/CBR dual luciferase ratio, 4 h; response scale: scaled: untreated 0%, proteasome inhibitor 100%. Potency, µM (top dose mostly 57.1 µM), for the others: at the highest dose IkBa stabilization activation. hit rate 0.04% among 110,000; active = well fitted curve in the direction sought with a large enough effect in the signal ratio, not every such curve was filed as active; inconclusive = small, poorly fitted or top-dose-only effect, or a change in a side signal; the % refers to the signal ratio;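 also: the direction sought is a rising ratio; 0% = basal untreated cells and 100% = reference inhibitor full response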
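Luminescence ratio of IκBα-fused green versus native red beetle luciferase in OCI-Ly3 cells, 4 h post-doxycycline with compound; red signal alone, scaled from basal (0%) to zero light (-100%), flagged nonspecific or cytotoxic effects.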
p53ts 32C kill: qHTS Screen for Compounds that Selectively Target Cancer Cells with p53 Mutations: Cytotoxicity of p53ts Cells at the Permissive Temperature; H1299-p53A138V at 32C, ATP luminescence viability, 24 h; Potency, µM (highest dose often 46.1 µM), without a hit: at the highest dose activity change, negative = cytotoxicity, most hits filed as cytotoxic; hit rate 0.93% among 130,000; AID 924, 2007;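 also: 0% = DMSO and -100% = full killing by reference compound; nearly all actives have a fitted effect of over 55% in size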
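ATP-content luminescence (ATPlite) read-out after 24 h compound exposure at 32C in H1299-p53A138V cells (600/well). Tested up to 46 uM. Normalized to DMSO (0%) and 100 uM tamoxifen (100% killing); Hill-fit AC50.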
p53ts 39C tox: qHTS Screen for Compounds that Selectively Target Cancer Cells with p53 Mutations: Cytotoxicity of p53ts Cells at the Nonpermissive Temperature | AID 902, 2007 | hit rate 1.5% among 130,000 | Potency, µM (doses to about 46.1 µM), without a hit: at the top dose activity change, negative = cell killing, hits mostly cytotoxic | H1299-p53A138V viability at 39C, ATP luminescence, 24 h; also: nearly all actives have a fitted effect of over 55% in size
The depositor's hits bear a star; ? = inconclusive; / = not tested or not shown; & = joins results of further samples; ! = a repeat was not active; [ ] = remark or other dose. Unless noted, calls follow the shape of the dose curve; as a rule, active = well fitted curve in the direction sought with a large enough effect; inconclusive = small, poorly fitted or top-dose-only effect, or another doubt; inactive = no such curve, though single readings can be large; an effect the other way counts as inactive or inconclusive. Unless noted, % is scaled to controls: 0 for no effect and ±100 for the full control effect; potency is read from the fitted curve at half-maximal effect. Not all compounds are listed; rates above refer to the full screens.

Molecule	Peg3 imprint	IkB signaling	p53ts 32C kill	p53ts 39C tox
COC(=O)C1=CO[C@@H](O[C@H]2OC(CO)C(O)C(O)C2O)C2C1CC(O)C2C (stereo not given in full)	-5%	/	-5%	3%
C[C@@H](N)C1CCC(C(=O)Nc2ccncc2)CC1 (stereo not given in full)	-6%&14%	/	38%[activator]	2%
CCCNC(=O)C1CCC(Cn2c(=O)c3sccc3n(CC(=O)NCc3ccccc3)c2=O)CC1 (stereo not given)	-14%[10.9 µM]	-1.5%	11%	3%
COc1ccc(S(=O)(=O)N2c3ccc(Cl)cc3[C@](O)(c3ccccc3Cl)[C@@H]2C(=O)N2CCC[C@H]2C(N)=O)cc1OC	-5%	/	-7%	-5%
c1ccc(CC2=NCCN2)cc1	-19%	0.3%[25.6 µM]	-5%	-8%
O=c1cc(-c2ccc(O)cc2)oc2cc(OC3OC(CO)C(O)C(O)[C@H]3O[C@@H]3OC[C@@](O)(CO)C3O)cc(O)c12 (stereo not given in full)	-15%	/	-2%	9%
CCOc1ccccc1C(N)=O	-3%	0.4%	-20%[1.84 µM]	2%
Cc1nc2ccccn2c(=O)c1CCN1CCC(C(=O)c2ccc(F)cc2)CC1	-10%&-14%	0.0%	-12%	7%
C1CCC(C(CC2CCCCN2)C2CCCCC2)CC1 (stereo not given)	-34%[inhibitor]	/	?	?
CCN1CCN(CCCNC(=O)c2cc3c(s2)-c2c(C)cccc2OC3)CC1	-9%[10.9 µM]	?	?	25µM*
Cc1ccc(C)c(NC(=O)Cn2cc(C(=O)c3ccco3)c3ccccc32)c1	6%[10.9 µM]	4.2%	?	?
COc1ccc(C(=O)CC(=O)c2ccc(C(C)(C)C)cc2)cc1	-8%	/	11%	-1%
O=C(NCCc1c[nH]c2ccccc12)c1cccnc1	3%	1.2%	-1%	1%
COc1ccc(CNC(=O)C2CCCN(c3nnc(C)c4c(C)n(-c5ccc(C)cc5)nc34)C2)cc1 (stereo not given)	28%[10.9 µM]	?	6%	-14%
CC(=O)c1ccc2c(c1)N(CCCN(C)C)c1ccccc1S2	-1%[16.8 µM]	0.2%[25.6 µM]	-1%[20.6 µM]	-14%[20.6 µM]
C=CC1=C(C(=O)O)N2C(=O)C(NC(=O)/C(=N\O)c3csc(N)n3)C2SC1 (stereo not given)	-3%	/	3%	1%
CCCn1cnc2c1c(=O)n(CCCCC(C)=O)c(=O)n2C	-15%	-4.7%	11%	12%
CCCCCCCCCCCCCCC[C@H](O)[C@H](N)CO	-66%[inhibitor]	-13%	-18%	8%
CCOC(=O)C(CCc1ccccc1)NC(C)C(=O)N1Cc2ccccc2CC1C(=O)O (stereo not given)	-20%	/	7%	10%
C[C@]12CCC(=O)C=C1CC[C@@H]1[C@@H]2CC[C@@]2(C)[C@H]1CC[C@]2(O)C(=O)CO	-10%	/	15%	-1%
Oc1ccc(/C=C/c2cc(O)cc(O)c2)cc1	-39%&-45%&-70%&-47%[inhibitor]	0.3%	10µM*!	6.3µM*
Cc1ccccc1OC[C@H](O)CO	-4%[16.8 µM]	1.4%[25.6 µM]	8%[20.6 µM]	4%[20.6 µM]
O=c1cc(-c2ccc(O)cc2)oc2cc(O[C@H]3OC(CO)C(O)C(O)C3O)cc(O)c12 (stereo not given in full)	-23%	/	2%	16%
CC(=O)C1CCC2C3CC(C)C4=CC(=O)CC[C@@]4(C)C3C(O)C[C@@]12C (stereo not given in full)	-9%	/	6%	-23%
CCCN[C@@H](C)C(=O)Nc1c(C)csc1C(=O)OC	7%[16.8 µM]	-0.4%[25.6 µM]	-3%[20.6 µM]	-2%[20.6 µM]
O=C(NCc1ccco1)c1ccc2c(c1)N(Cc1cccc(Cl)c1)C(=O)c1ccccc1S2=O (stereo not given)	-13%[10.9 µM]	1.2%	25%	18%
COc1ccc(CCNc2nc(SCc3ccccc3Cl)nc3ccccc23)cc1OC	-11%[10.9 µM]	-1.4%	-10%	?
CC(COc1ccccc1)NC(C)C(O)c1ccc(O)cc1 (stereo not given)	-11%	/	3%	-7%
COc1ccccc1N1CCN(CCCNc2cc(=O)n(C)c(=O)n2C)CC1	-7%	0.6%	-7%	6%
c1ccc(CN(CC2=NCCN2)c2ccccc2)cc1	-11%	0.4%	9%	10%
CN1CCOC(c2ccccc2)c2ccccc2C1 (stereo not given)	-20%	/	-15%	-9%
COc1ccc(CC(=O)NCC(c2cccs2)S(=O)(=O)c2ccc(Cl)cc2)cc1 (stereo not given)	3%[10.9 µM]	?	1%	-5%
CCCCCCN	-6%	3.1%	-7%[1.84 µM]	1%
CN(C)CCOC(C)(c1ccccc1)c1ccccn1 (stereo not given)	-34%&-22%[inhibitor]	/	1%	7%
C/C=C\C(=O)N(CC)c1ccccc1C	10%[16.8 µM]	0.1%[25.6 µM]	5%[20.6 µM]	4%[20.6 µM]
CC(=O)NC(Cc1ccccc1)C(=O)O (stereo not given)	9%	0.3%	3%	-7%
CCOC(=O)c1ccc(N)cc1	-4%	-0.1%[25.6 µM]	0%	-6%
CC(CCC(=O)O)C1CCC2C3C(O)C[C@@H]4CC(O)CC[C@@]4(C)C3CC[C@@]12C (stereo not given in full)	-6%&-7%	/	8%&5%	17%&2%
C[C@H](CCC(=O)O)[C@H]1CC[C@H]2[C@H]3C(CC[C@]12C)[C@@]1(C)CC[C@@H](O)C[C@H]1C[C@H]3O (stereo not given in full)	-2%	/	3%	2%
COc1cc(C(c2c(C)[nH][nH]c2=O)c2c(C)[nH][nH]c2=O)ccc1OC(=O)c1ccccc1F	-4%[10.9 µM]	?	1%	-2%

Record cards, from the list above. Screens in order: Peg3 imprint, IkB signaling, p53ts 32C kill, p53ts 39C tox
CC(=O)c1ccc2c(c1)N(CCCN(C)C)c1ccccc1S2 is entered as -1%[16.8 µM], 0.2%[25.6 µM], -1%[20.6 µM], -14%[20.6 µM]
C[C@@H](N)C1CCC(C(=O)Nc2ccncc2)CC1 (stereo not given in full) is entered as -6%&14%, /, 38%[activator], 2%
CCOC(=O)c1ccc(N)cc1 is entered as -4%, -0.1%[25.6 µM], 0%, -6%
CCCNC(=O)C1CCC(Cn2c(=O)c3sccc3n(CC(=O)NCc3ccccc3)c2=O)CC1 (stereo not given) is entered as -14%[10.9 µM], -1.5%, 11%, 3%

The list goes on.
Molecule	Peg3 imprint	IkB signaling	p53ts 32C kill	p53ts 39C tox
CCN(CC)CCNC(=O)c1cc(Cl)c(N)cc1OC	-9%	1.1%[25.6 µM]	-10%	-8%
CC(C(=O)O)c1ccc(C(=O)c2cccs2)cc1 (stereo not given)	-52%[inhibitor]	/	3%	-9%
OCCN1CCN(CCCN2c3ccccc3Sc3ccc(Cl)cc32)CC1	-21%	3.7%[25.6 µM]	16µM*!	10µM*!
Cc1c(NC(=O)c2cccnc2)c(=O)n(-c2ccccc2)n1C	-8%	-0.8%[25.6 µM]	6%	-10%
O=C(O)[C@H]1[C@H]2C[C@H]3c4[nH]c5ccccc5c4CCN3C[C@@H]2CC[C@@H]1O	-11%	/	0%	1%
CCc1nnc(NC(=O)CSc2nc3c([nH]c4ccccc43)c(=O)n2-c2ccc(OC)cc2)s1	-20%[10.9 µM]	0.4%	4%	-16%
Oc1cc(O)c2c(c1)O[C@H](c1ccc(O)c(O)c1)[C@@H](O)[C@@H]2c1c(O)cc(O)c2c1O[C@@H](c1ccc(O)c(O)c1)[C@H](O)C2	-2%[10.9 µM]	0.1%[11.4 µM]	0%[9.22 µM]	13%[9.22 µM]
CC12CCC(CC1)C(C)(C)O2	-9%&0%	0.2%	-5%	10%&0%
CCOCCCNC(=O)C(=O)Nc1c2c(nn1-c1ccc(OC)cc1)CSC2	-7%[10.9 µM]	2.9%	3%	-19%
COc1ccc(/C=C/C(=O)Nc2ccccc2C(=O)O)cc1OC	-59%[inhibitor]	/	?	13µM*
O=C1c2ccc(O)c(O)c2C(=O)c2c(O)ccc(O)c21	-18%	/	?	5µM*
CCOC(=O)N1CCc2c(sc3c2c(=O)n(Cc2ccccc2)c(=O)n3CC(=O)Nc2ccc(F)cc2)C1	-10%[10.9 µM]	?	9%	-13%
CC(=O)Nc1ccc(C(=O)O)cc1	-3%	2.3%	8%[1.84 µM]	2%
CCCCCCO	-4%	0.3%	9%[1.84 µM]	2%
Cc1cc(-c2ccccc2)nnc1NCCN1CCOCC1	?	0.4%[25.6 µM]	6%	2%
COc1cc(O)c2c(=O)cc(-c3ccc(OC)c(-c4c(O)cc(O)c5c(=O)cc(-c6ccc(O)cc6)oc45)c3)oc2c1	-38%[inhibitor]	/	61%[activator]	97%[activator]
CN1CCN(C(c2ccccc2)c2ccccc2)CC1	-35%[inhibitor]	0.7%[25.6 µM]	-8%	-20%
O=C(CC1N=C2c3ccccc3N=C(SCc3ccc(F)cc3)N2C1=O)NC1CCCCC1 (stereo not given)	13%[10.9 µM]	0.3%	-4%	-22%
CC[C@H](Cc1c(I)cc(I)c(N)c1I)C(=O)O	-7%[16.8 µM]	3.8%[25.6 µM]	3%[20.6 µM]	7%[20.6 µM]
CN(C(=O)CCCOc1ccc2[nH]c(=O)ccc2c1)C1CCCCC1	-16%&-13%	0.0%&2.8%	-10%	-12%
CC(=O)c1ccc(S(=O)(=O)NC(=O)NC2CCCCC2)cc1	5%	0.8%	8%	20%
CCOc1ccc(NC(=O)Cn2cc(C(=O)c3ccco3)c3ccccc32)cc1	3%[10.9 µM]	?	1%	8%
COc1ccc(-n2ccn(CC(=O)Nc3ccc(C)c(C)c3)c(=O)c2=O)cc1OC	-10%[10.9 µM]	1.0%	6%	-22%

An excerpt taken from the entries so far, as a working copy:
Molecule	Peg3 imprint	IkB signaling	p53ts 32C kill	p53ts 39C tox
CN1CCN(C(c2ccccc2)c2ccccc2)CC1	-35%[inhibitor]	0.7%[25.6 µM]	-8%	-20%
O=C(CC1N=C2c3ccccc3N=C(SCc3ccc(F)cc3)N2C1=O)NC1CCCCC1 (stereo not given)	13%[10.9 µM]	0.3%	-4%	-22%
CC[C@H](Cc1c(I)cc(I)c(N)c1I)C(=O)O	-7%[16.8 µM]	3.8%[25.6 µM]	3%[20.6 µM]	7%[20.6 µM]

High-throughput results from PubChem BioAssay.
